# Screening data: PubChem, several laboratories
# MRP reversal – reverses drug resistance mediated by MRP | H69AR cells + 2 uM doxorubicin, CellTiter-Glo, 72 h | differential viability (reversal), % at 10 µM | 85,000 tested, 0.04% active | AID 602;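 active = viability drop by adding the cancer drug above about 55%, with treated viability meeting a 40% cutoff, limit read from the data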;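 also: viability without doxorubicin minus viability with 2 µM doxorubicin for each compound; larger differential means the compound sensitizes cells more to doxorubicin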
# NFkB transloc inh – blocks IL-1B driven NFkB nuclear translocation in HUVEC cells | inhibition, % at 2 µM | 94,000 tested, 0.43% active | HUVEC IL-1B NFkB p65 nuclear translocation imaging;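 active = inhibition above about 30% together with a positive call from visual inspection of the well image, limit read from the data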;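 also: nuclear over cytoplasmic p65 intensity ratio measured by imaging; 0% = IL-1B stimulated DMSO wells and 100% = unstimulated DMSO wells; values of inactives mirror those of a sister screen read the other way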
# PLAP inhibitors HTS – PLAP enzyme inhibitors, biochemical, luminescence, HTS (AID 690); purified PLAP, luminescent substrate; higher % means a stronger effect; inhibition, % at 20 µM; hits with a dose series show IC50 in µM; 96,000 tested, 0.08% active; in the data active = a potency from the dose series; inactive = the rest, 99 in 100 with inhibition below about 30%; also: strong numbers were not always called active
# Bcl-B displacement – displacers of TR3 peptide from Bcl-B, primary screen, selectivity assay for Bfl-1 inhibitor project, biochemical, fluorescence polarization. 96,000 tested, 0.11% active. FP displacement of FITC-TR3 peptide from Bcl-B; higher % means a stronger effect. one-dose displacement, % at 20 µM; IC50 in µM for titrated hits;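 active = displacement above 50% at 20 µM plus a fluorescence interference ratio under 1.5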;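 also: plate controls were wells without compound for no effect and wells lacking Bcl-B protein for full effect; a part of the inactive calls stands beside numbers as strong as those of hits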
# IL1B NFkB pot – enhances IL-1B driven NFkB nuclear translocation. HUVEC IL-1B NFkB p65 nuclear translocation imaging. activation, % at 2 µM. 94,000 tested, 0.3% active;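 active = activation above 40%, about the mean plus 3 SD, also judged a hit on visual image review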;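 also: percent activation is computed from the nuclear over cytoplasmic p65 intensity ratio; values of inactives mirror those of a sister screen read the other way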
# MRP reversal cytotoxicity – recorded beside MRP reversal, whose call it bears; viability, %; H69AR cells, CellTiter-Glo, 72 h; measured here: cytotoxicity without doxorubicin
# MRP reversal with doxorubicin – also measured in MRP reversal; calls as there; viability, %; measured here: viability with 2 uM doxorubicin; stronger effect = lower value
# NFkB transloc inh cell count 2 µM – recorded beside NFkB transloc inh, whose call it bears; cell count; measured here: cells passing quality filter;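 raw number of nuclei counted in each imaged well without normalization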
# IL1B NFkB pot cell count 2 µM – second read-out of IL1B NFkB pot, no call of its own (marks repeat the call); cell count; measured here: cells passing quality filter
# * marks the source's active call; other numbers are inactive results; nt = not tested or not shown.
SMILES,MRP reversal,MRP reversal cytotoxicity,MRP reversal with doxorubicin,NFkB transloc inh,NFkB transloc inh cell count 2 µM,PLAP inhibitors HTS,Bcl-B displacement,IL1B NFkB pot,IL1B NFkB pot cell count 2 µM
Cc1ccsc1C=C1C(=O)c2ccccc2C1=O,nt,nt,nt,-0.5,106,7.8%,-7.0%,0.5,106
Cc1ccc(C(c2nnnn2C2CCCCC2)N2CCN3CCCC3C2)cc1 (stereo not given),14.4,94.7,80.3,9.5,160,-41.4%,1.1%,-9.5,160
O=C(Oc1ccc(Br)cc1C(=O)/C=C/c1ccccc1F)c1ccco1,nt,nt,nt,-16.2,153,nt,nt,16.2,153
Cc1nc2scc(-c3ccccc3)c2c(=O)n1/N=C/c1ccco1,-23.5,48.8,72.3,nt,nt,-12.1%,10.9%,nt,nt
O=C(c1ccc(C(=O)N2CCOCC2)s1)N1CCOCC1,-2.5,92.9,95.4,1.6,46,8.5%,0.4%,-1.6,46
Cc1nn(-c2ccccc2)c(Cl)c1C(=O)NCC(=O)O,-11.8,90.8,102.5,-1.2,144,1.3%,-2.1%,1.2,144
CCN1C(=O)/C(=C/N(C)C)c2ccccc21,-3.0,95.3,98.4,-1.1,95,10.2%,-0.9%,1.1,95
Cc1ccc(C(=O)NC(=S)Nc2cc(C(F)(F)F)ccc2Cl)cc1,nt,nt,nt,6.9,114,4.5%,-2.2%,-6.9,114
Cc1ccc(NCc2cccnc2)cc1,3.0,85.3,82.3,-2.4,199,5.0%,19.4%,2.4,199
COc1cccc(C2=NOC(C(=O)NCc3ccccn3)C2)c1 (stereo not given),0.6,100.3,99.7,-10.3,154,-7.4%,-6.3%,10.3,154
COC(=O)c1cccc(N(C(=O)CNC(=O)c2ccco2)C(C(=O)NC2CCCC2)c2ccco2)c1 (stereo not given),-11.2,85.8,97.0,-3.3,153,-52.2%,6.5%,3.3,153
COc1ccc(OC)c(S(=O)(=O)Nc2cc(OC)c(Cl)cc2OC)c1,1.0,88.1,87.1,0.7,150,6.4%,-13.1%,-0.7,150
COCCCNC(=O)CN(Cc1ccc(Cl)cc1)S(C)(=O)=O,6.7,101.7,95.0,3.5,77,-44.8%,4.7%,-3.5,77
COc1ccccc1NC(=O)CC(NCc1ccccc1)C(=O)O (stereo not given),11.9,110.1,98.2,-12.4,116,nt,nt,12.4,116
Cc1ccc(S(=O)(=O)c2c(C)nn(C(C)(C)C)c2OC(=O)c2cccs2)cc1,9.5,109.7,100.2,4.2,114,-15.2%,-0.2%,-4.2,114
Cc1ccc(C(=O)NC(=S)N2CC(C)OC(C)C2)cc1[N+](=O)[O-] (stereo not given),nt,nt,nt,2.5,165,-6.6%,-2.5%,1.0,147
CCOC(=O)N1CCN(S(=O)(=O)c2ccc(OC)c3ccccc23)CC1,2.2,75.1,72.9,-0.8,126,-42.7%,-0.9%,0.8,126
COc1cccc(Nc2nc(-c3ccc(O)cc3)cs2)c1,-18.1,66.5,84.6,11.2,150,12.6%,-0.4%,-11.2,150
CCCNC(=O)NCc1ccc(N2CCCC2=O)cc1,-1.7,92.9,94.5,-5.0,149,-2.5%,17.9%,5.0,149
Cn1c(=O)[nH]c(=O)c2c1nc(CN1CCN(c3ccc(F)cc3)CC1)n2CCc1ccccc1,13.2,76.6,63.4,-0.1,104,nt,nt,0.1,104
COc1ccccc1C(=O)Nc1ccc2c(c1)OCO2,-40.5,46.5,86.9,6.3,216,30.4%,5.2%,-6.3,216
CCOc1cc(NS(=O)(=O)c2ccc(NC(C)=O)cc2)c(OCC)cc1NC(=O)C(C)C,nt,nt,nt,-27.9,169,5.4%,1.6%,27.9,169
CCOC(=O)Cc1c(C)c2c(O)cc(O)cc2oc1=O,-2.1,102.2,104.3,-13.6,140,12.0%,2.1%,13.6,140
CCCCNC(=O)C(CC)Sc1nc2sc(C(=O)OC)c(C)c2c(=O)n1N (stereo not given),nt,nt,nt,1.1,173,-4.3%,2.9%,-1.1,173
Cn1c(=O)cc(OCCCC(=O)NCCN2CCN(c3ccccc3F)CC2)c2ccccc21,4.2,72.9,68.7,-3.4,142,-57.3%,5.3%,3.4,142

# Additional compounds:
SMILES,MRP reversal,MRP reversal cytotoxicity,MRP reversal with doxorubicin,NFkB transloc inh,NFkB transloc inh cell count 2 µM,PLAP inhibitors HTS,Bcl-B displacement,IL1B NFkB pot,IL1B NFkB pot cell count 2 µM
CCOC(=O)N1CCC(NC(=O)CCC(=O)N2CCOc3ccc(C)cc32)CC1,7.9,97.5,89.6,-0.1,143,-30.8%,0.8%,0.1,143
CCOC(=O)c1c(C)[nH]c(C(=O)COC(=O)c2ccc(F)c(S(=O)(=O)N3CCOCC3)c2)c1C,-0.2,54.8,55.0,-32.9,147,1.5%,-3.2%,32.9,147
COc1ccccc1C(c1nnnn1CC1CCCO1)N1CCC(C(N)=O)CC1 (stereo not given),8.7,99.8,91.1,1.4,125,nt,nt,-1.4,125
Cc1cccc(/C=N\NC(=O)c2csnn2)c1,nt,nt,nt,-2.1,89,8.0%,-5.3%,2.1,89
C#CC[N+]1(CC#Cc2ccc(C#CC[N+]3(CC#C)CCOCC3)cc2)CCOCC1,-9.1,90.2,99.3,-0.8,163,nt,nt,0.8,163
CCOC(=O)N1CCN(C(=O)c2nc3ccccc3s2)CC1,7.4,95.8,88.4,4.0,98,-8.0%,-3.0%,-4.0,98
CCN(CC)CCCNC(=O)Cn1cc2c(n1)CCC(C)C2 (stereo not given),-5.1,88.9,94.0,nt,nt,8.4%,-4.5%,nt,nt
CN(Cc1ccccc1)C(=O)CCSc1nc(-c2ccc3c(c2)OCO3)cc(C(F)(F)F)n1,-15.7,76.7,92.4,-5.5,86,nt,nt,5.5,86
COc1cccc(OC)c1C(=O)Nc1ccc(S(=O)(=O)Nc2cc(C)nc(C)n2)cc1,-0.6,101.1,101.7,-0.4,49,-14.2%,4.0%,0.4,49
COc1ccccc1-c1cc(N)n[nH]1,-20.3,98.3,118.6,-11.2,193,18.0%,-33.2%,11.2,193
COc1ccc(/C=N/c2oc(-c3ccccc3)cc2C#N)cc1OC,nt,nt,nt,9.3,103,4.7%,123.8%,-9.3,103
CN(C)c1ccc(C(=O)c2ccccc2C(=O)O)c(O)c1,13.4,102.7,89.3,nt,nt,-25.0%,0.9%,nt,nt
Cc1ccc(S(=O)(=O)N2CCC(C(=O)N[C@@H](C)C(=O)Nc3ccc4c(c3)OCO4)CC2)cc1,0.9,107.4,106.5,5.3,158,-22.7%,14.1%,-5.3,158
O=C(CSc1nnc(CCc2nc3ccccc3[nH]2)n1-c1ccccc1)NCc1ccccc1,6.4,82.9,76.5,-12.7,104,nt,nt,12.7,104
COc1ccc(Br)cc1C(=O)O,-16.2,98.4,114.6,nt,nt,-26.5%,3.5%,nt,nt
Cc1cc(-n2c(SCC(=O)NCc3cccs3)nc3n[nH]c(C)c3c2=N)ccc1Cl,0.1,24.5,24.4,4.7,114,4.3%,0.7%,-4.7,114
CCn1nnc(-c2ccccc2NS(=O)(=O)c2ccc(S(=O)(=O)N3CCCCCC3)cc2)n1,-2.0,50.4,52.4,-30.0,116,-28.8%,1.9%,30.0,116
Cc1ccc(-n2c(CNc3ccc(F)cc3)nnc2SCC(=O)N2CCOCC2)cc1,6.7,92.0,85.3,1.2,100,nt,nt,-1.2,100
CCc1oc2c(C)c(O)ccc2c(=O)c1-c1ccc2ccccc2n1,nt,nt,nt,4.8,125,-10.7%,10.0%,-4.8,125
COc1cc2[nH]c(=O)n(CCCCCC(=O)N3CCN(c4ccccn4)CC3)c(=O)c2cc1OC,-4.9,78.8,83.7,9.3,142,-78.0%,3.9%,-9.3,142
CCC(CC)C(=O)c1c[nH]c(C(=O)NCC2CCCO2)c1 (stereo not given),nt,nt,nt,-0.3,191,4.0%,2.2%,0.3,191
COc1ccc(CCNC(=O)CN2C(=O)c3ccccc3C2=O)cc1,9.9,110.5,100.5,5.8,193,21.3%,1.3%,-5.8,193
CCOC(=O)/C(C#N)=C\C1=C(N2CCCC2)CC(C)(C)OC1,-21.1,52.5,73.6,4.0,87,nt,nt,-4.0,87
O=C(CSc1nnc(-c2ccccc2)o1)Nn1cnnc1,2.2,93.6,91.4,1.3,113,10.2%,-9.5%,-1.3,113
CC(C)C(=O)NC(=S)Nc1ccc(S(=O)(=O)NC(C)(C)C)cc1,nt,nt,nt,1.6,136,-0.6%,-4.9%,-1.6,136

# Continued; it opens with the 2 that closed the last part.
SMILES,MRP reversal,MRP reversal cytotoxicity,MRP reversal with doxorubicin,NFkB transloc inh,NFkB transloc inh cell count 2 µM,PLAP inhibitors HTS,Bcl-B displacement,IL1B NFkB pot,IL1B NFkB pot cell count 2 µM
O=C(CSc1nnc(-c2ccccc2)o1)Nn1cnnc1,2.2,93.6,91.4,1.3,113,10.2%,-9.5%,-1.3,113
CC(C)C(=O)NC(=S)Nc1ccc(S(=O)(=O)NC(C)(C)C)cc1,nt,nt,nt,1.6,136,-0.6%,-4.9%,-1.6,136
N#Cc1ccc(NC(=O)N2CCC(c3nc4c(nnn4Cc4cccc(Cl)c4)c(=O)[nH]3)CC2)cc1,-13.8,69.4,83.2,8.9,90,-32.5%,-8.5%,-8.9,90
O=C(Nc1cc2c(ccc3ccccc32)oc1=O)C1CCCCC1,nt,nt,nt,-1.4,123,12.8%,0.6%,1.4,123
COc1ccc(C(=O)NC2(C(F)(F)F)N=C3SCCN3C2=O)cc1 (stereo not given),5.1,89.2,84.1,9.7,74,6.2%,5.8%,-9.7,74
Cc1ccc2c(c1)NC(=O)C(CC(=O)Nc1ccc(CN3CCC(C)CC3)cc1)O2 (stereo not given),-1.6,87.6,89.2,-9.5,133,-24.8%,-0.4%,9.5,133
COCCN(C(=O)C(F)(F)F)C(C(=O)NC1CCCCC1)c1ccco1 (stereo not given),3.8,92.8,89.0,nt,nt,1.9%,-0.1%,nt,nt
CCOc1ccc(-n2c(SCC(=O)NCc3ccco3)nc3c([nH]c4ccccc43)c2=O)cc1,1.7,41.1,39.4,3.6,110,nt,nt,-3.6,110
Cc1csc(NC(=O)CSc2nnc(CCNC(=O)c3cccs3)n2C)n1,9.6,94.3,84.6,99.2*,12*,nt,nt,-99.2,12
Cc1noc(C)c1CSc1nnc2scc(-c3ccccc3)n12,0.4,80.1,79.8,3.4,128,-4.9%,0.3%,-3.4,128
CC(=O)N1N=C(c2ccc(C)o2)CC1c1ccc(Br)cc1 (stereo not given),nt,nt,nt,12.4,135,-13.4%,-7.7%,-12.4,135
CCOC(=O)c1c(C)[nH]c(C(=O)COC(=O)c2ccc(N3CCCC3=O)cc2)c1C,-5.8,87.4,93.2,11.9,80,-1.9%,5.5%,-11.9,80
O=C(OCC(=O)N1CCCc2ccccc21)c1ccc(Br)o1,3.8,99.1,95.3,-26.6,186,13.7%,-8.6%,26.6,186
COc1ccccc1N1CCN(CC(=O)Nc2ccc(C)c(F)c2)CC1,4.1,77.3,73.2,-13.1,45,-58.8%,-10.3%,13.1,45
CCn1nc(C)c(NC(=O)CSc2nnc(-c3ccco3)n2C)c1C,2.2,96.0,93.8,2.3,94,4.4%,-5.7%,-2.3,94
CNC(=O)CSc1nnc(CCc2ccccc2)n1-c1ccccc1,-12.9,83.2,96.0,-2.6,126,-37.6%,-4.9%,2.6,126
Cc1ccc(NCCC(=O)c2ccc(Cl)cc2)cc1,nt,nt,nt,-2.7,150,-8.7%,1.0%,2.7,150
Nc1ncnc2oc(-c3ccco3)c(-c3ccco3)c12,1.7,70.0,68.3,-7.5,124,13.2%,35.8%,7.5,124

# Whole records as entered above. Order of values: MRP reversal, MRP reversal cytotoxicity, MRP reversal with doxorubicin, NFkB transloc inh, NFkB transloc inh cell count 2 µM, PLAP inhibitors HTS, Bcl-B displacement, IL1B NFkB pot, IL1B NFkB pot cell count 2 µM
# Cn1c(=O)cc(OCCCC(=O)NCCN2CCN(c3ccccc3F)CC2)c2ccccc21 is entered as 4.2, 72.9, 68.7, -3.4, 142, -57.3%, 5.3%, 3.4, 142
# Cc1ccc(S(=O)(=O)c2c(C)nn(C(C)(C)C)c2OC(=O)c2cccs2)cc1 is entered as 9.5, 109.7, 100.2, 4.2, 114, -15.2%, -0.2%, -4.2, 114

# A portion of the library (hit frequency here may not be typical).
